M. tuberculosis HTS: M. tuberculosis growth inhibition, HTS (AID 449762); 0.59% of 330,000 active; inhibition, % at 25 µM, or IC50 in µM where a hit was titrated; M. tuberculosis H37Rv growth inhibition, 7H9 media; higher % means a stronger effect; in the data active = a potency from the dose series; inconclusive = inhibition above about 70% without an active follow-up result;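 also: bacterial growth assessed after seven days of incubation; strong numbers were not always called active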
influenza NS1A: NS1A inhibition, H1N1 influenza, cell based functional assay (AID 504329); NS1A functional cell-based assay, percent inhibition; higher % means a stronger effect; one-dose inhibition, % at 12.5 µM; IC50 in µM for titrated hits; 0.3% of 340,000 active; in the data active = a potency from the dose series; inconclusive = inhibition above about 27% without an active follow-up result; also: strong numbers were not always called active
Salmonella PhoP GFP: Inhibition of PhoP regulon, Salmonella typhi GFP reporter cells, confirmation, 4 h (AID 1850) | Salmonella Typhi PhoP-promoter GFP reporter, fluorescence, 4 h; higher % means a stronger effect | 0.33% of 310,000 active | inhibition, % at 50 µM; hits with a dose series show IC50 in µM; in the data active = a potency from the dose series; inconclusive = inhibition mostly from about 25% at the one dose, without a potency; inactive = the rest, 99 in 100 with inhibition below about 19%;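 also: 0% = induced wells with vehicle and 100% = uninduced wells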
inhibitors of VEEV: inhibitors of VEEV TC-83 cytopathic effect, confirmation, Vero cells (AID 588727); Vero cells, VEEV TC-83 cytopathic effect inhibition; higher % means a stronger effect; inhibition, % at 20 µM; hits with a dose series show IC50 in µM; 0.13% of 350,000 active; in the data active = a potency from the dose series; inconclusive = inhibition mostly from about 14% at the one dose, without a potency; inactive = the rest, 99 in 100 with inhibition below about 12%; also: strong numbers were not always called active
tuberculosis growth: growth inhibition of non-replicating M. tuberculosis (AID 488890); Mycobacterium tuberculosis non-replicating, growth inhibition; higher % means a stronger effect; inhibition, % at 25 µM, or IC50 in µM where a hit was titrated; 0.39% of 320,000 active; in the data active = a potency from the dose series; inconclusive = inhibition mostly from about 82% at the one dose, without a potency; inactive = the rest, 99 in 100 with inhibition below about 76%;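 also: plate controls were DMSO cells for no effect and high antibiotic wells for full effect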
inhibitors of VEEV 10K pilot screen: recorded beside inhibitors of VEEV, whose call it bears; inhibition, %; measured here: 10K pilot screen inhibition
* hit, by the source's call; i = inactive; ? = inconclusive; · = not tested or not shown. An unsorted share of the library. Share with any hit: about 1.5%.

Sample of the layout (2 entries):
SMILES	M. tuberculosis HTS	influenza NS1A	Salmonella PhoP GFP	inhibitors of VEEV	tuberculosis growth	others
O=C(c1ccc(Cl)cc1)C1CCCN(Cc2cccn2-c2ccccn2)C1 (stereo unspecified)	8%	5%	6%	0.7%	56%
C[C@@H]1CC[C@@]2(O[C@@H](CCO)C[C@H](O)[C@H]2O)O1	-8%	-14%	-12%	0.2%	3%

Results, from the first entry:
SMILES	M. tuberculosis HTS	influenza NS1A	Salmonella PhoP GFP	inhibitors of VEEV	tuberculosis growth	others
O=C(c1ccc(Cl)cc1)C1CCCN(Cc2cccn2-c2ccccn2)C1 (stereo unspecified)	8%	5%	6%	0.7%	56%
C[C@@H]1CC[C@@]2(O[C@@H](CCO)C[C@H](O)[C@H]2O)O1	-8%	-14%	-12%	0.2%	3%
CN(C)C(=O)C12CCC(C)(C(=O)C1Br)C2(C)C (stereo unspecified)	-3%	-2%	7%	i	-7%
Cc1cccc(C(=O)NC(=S)Nc2ccc(S(=O)(=O)N3CCCCC3)cc2)c1	2%	-3%	14%	1.4%	52%
COc1ccc2oc(=O)c(C(=O)NCc3ccc(C)cc3)cc2c1	-2%	0%	-4%	i	21%
COc1ccc(C2CC(c3ccccc3)=NN2C(=O)COC(=O)CNC(=O)c2ccccc2)cc1 (stereo unspecified)	1%	-8%	-7%	0.4%	0%
O=C(Nc1cccc(C(=O)N2CCCC2)c1)c1ccccc1	-3%	1%	-3%	1.3%	15%
CCO[C@H]1OC(C(=O)N2CCOCC2)=C[C@@H](C)[C@@H]1CCCO	-16%	4%	-2%	0.8%	-4%
O=Nc1c(-c2ccccc2)cc2ccccn12	?	4%	2%	1.4%	32%
O=C(O)CCc1ccc(-c2cccs2)n1NC(=O)c1ccc(Cl)cc1Cl	-12%	5%	5%	i	13%
CC(C)(C)c1ccc(C2C(C(=O)c3ccco3)=C(O)C(=O)N2CC2CCCO2)cc1 (stereo unspecified)	3%	-2%	-1%	0.7%	45%
CC(CNc1ccc([N+](=O)[O-])cc1)NC(=O)c1ccccc1Br (stereo unspecified)	4%	-28%	-1%	i	12%
CC1=CC(C)(C)N2C(=O)C3(C(C#N)=C(N)Oc4cc(O)ccc43)c3cccc1c32 (stereo unspecified)	5%	1%	-1%	6.1%	24%
CC(NC(=O)COC(=O)CCc1ccccc1)c1ccccc1 (stereo unspecified)	2%	-5%	13%	i	21%
Cc1ccc2c(c1)nnn2C1CCN(CC(=O)NCc2ccccc2F)CC1	3%	-14%	-3%	2.0%	37%
Cc1ccc(C)c(N2CCN(S(=O)(=O)c3cc4c(cc3Cl)NC(=O)CO4)CC2)c1	3%	29%	-8%	1.0%	-6%	inhibitors of VEEV 10K pilot screen=1.1
CC(c1ccccc1)N1C(=O)OC(C)(C)C1(C)O (stereo unspecified)	·	0%	·	i	·
Cc1nc(C(=O)NC2CC2)sc1C1(C)CC(c2cccc([N+](=O)[O-])c2)=NO1 (stereo unspecified)	0%	-34%	-11%	i	-13%
COCc1nnc(NC(=O)c2ccccc2Oc2ccccc2)s1	0%	2%	-4%	i	23%
O=C(O)/C=C/c1ccc(OCc2cccc(F)c2)cc1	43%	2%	-9%	0.2%	46%
CN1CCC(=NNC(=O)CSc2ccc(Cl)cc2)CC1	2%	-8%	2%	1.8%	14%
Cc1[nH][nH]c(=O)c1C(c1ccc(Br)cc1)c1c(C)[nH][nH]c1=O	-1%	4%	2%	0.5%	-1%
CCOC(=O)[C@@H]1CCN(Cc2ccccc2)C[C@H]1c1ccccc1	-2%	·	10%	i	-1%
Cc1cc(C)cc(NC(=O)COC(=O)Cc2ccccc2F)c1	1%	-15%	·	1.3%	-10%
O=C(O)c1ccc(NS(=O)(=O)c2ccc(Cl)c(Cl)c2)cc1O	-4%	1%	16%	0.2%	10%
Cc1nn(-c2ccccc2)c2c1P(=O)(O)/C(=C1\N(C)c3ccccc3C1(C)C)C=N2	-8%	-18%	0%	0.0%	22%
CCOC(=O)c1sc(NC(=O)CSc2nncs2)c(C(=O)OCC)c1C	1%	-1%	8%	4.7%	1%
CCC(C)c1ccccc1NC(=O)CN1CCN(C/C=C/c2ccccc2)CC1 (stereo unspecified)	?	5%	3%	i	67%
O=S(=O)(/N=C(/Nc1ccc(Cl)c(S(=O)(=O)N2CCOCC2)c1)c1ccc(F)cc1)c1ccccc1	-2%	-3%	-10%	5.1%	16%
C=CCNC(=S)NNC(=O)CSc1nc2ccccc2s1	2%	0%	-5%	i	0%
CCOC(=O)Cc1csc(NC(=O)c2cc(C)c(C)s2)n1	7%	2%	·	2.8%	64%
CC1CCCCC1NC(=O)CCCn1c(=S)[nH]c2ccsc2c1=O (stereo unspecified)	0%	-9%	1%	1.2%	-15%
COCCn1c(SCC#N)nnc1-c1ccccc1	0%	-9%	7%	0.7%	1%
CCOC(=O)c1c(NC(=O)COC(=O)c2nc(Cl)ccc2Cl)sc2c1CCC2	-3%	-8%	-5%	2.2%	72%
Cc1ccc2nc3nc(NCC4CCCO4)c(C(=O)NC4CCCC4)cc3c(=O)n2c1 (stereo unspecified)	11%	-2%	5%	0.4%	-8%
Cc1ccc(N(CC(=O)NCCSCc2ccco2)S(C)(=O)=O)cc1	7%	-5%	5%	i	-1%
COc1cccc(-c2c(C(=O)N/N=C(\C)c3ccco3)nnn2-c2nonc2N)c1	0%	1%	-2%	3.7%	3%
C[C@H](CO)N1C[C@H](C)[C@@H](CN(C)Cc2ccc(Cl)c(Cl)c2)Oc2c(NC(=O)C3CC3)cccc2C1=O	-4%	9%	·	9.6%	49%	inhibitors of VEEV 10K pilot screen=2.4
CCN(CC)CCNC(=O)c1nn(-c2ccc(C)cc2)c(=O)c2c1c1ccccc1n2C	51%	-5%	-7%	7.3%	66%
CCOC(=O)C1CCN(C(=O)COc2cc(C)c(Br)c(C)c2)CC1	?	-3%	-5%	0.9%	i
Cc1nn2c(-c3ccccc3)ccnc2c1Br	3%	-23%	13%	i	9%
O=C(Nc1ccncc1)Nc1ccc(Cl)cc1	4%	11%	33µM*	3.5%	5%
COc1ccc(C(=O)Nc2c(N)nc(SCC(=O)NCC3CCCO3)[nH]c2=O)cc1OC (stereo unspecified)	-16%	-8%	-8%	2.2%	-1%
COc1ccc(C(CNC(=O)c2oc3cc(C)c(C)cc3c2C)N2CCCCC2)cc1 (stereo unspecified)	?	1%	-2%	i	30%
CCOc1cnn(-c2cc(Oc3ccc(C)cc3)ncn2)c(=O)c1Cl	-2%	-13%	-1%	i	5%
Cc1cc(NS(=O)(=O)c2ccc(NC(=O)Cc3ccc([N+](=O)[O-])cc3)cc2)nc(C)n1	0%	2%	·	i	22%
Cc1ccn(CCSCC(=O)O)n1	1%	-3%	1%	1.3%	-4%
O=S(=O)(c1c(F)cccc1F)N1CCN(C(=S)NCc2ccc3c(c2)OCO3)CC1	1%	-13%	-25%	4.6%	13%
CN1CCN(NC(=O)Nc2ccc(Br)cc2Cl)CC1	-9%	-4%	-5%	1.2%	2%
CCOC(=O)c1ccsc1NC(=O)CCS(=O)(=O)c1ccccc1	10%	-2%	5%	13%	i
Cc1cc(N2CCCN(C)CC2)nc2cc(Cl)ccc12	-2%	-2%	20%	0.0%	40%
C(#CC12CC3CC(CC(C3)C1)C2)CN1CCOCC1	-1%	-3%	-3%	1.6%	2%
COc1cccc(Nc2nnc(SCc3cc([N+](=O)[O-])cc4c3OCOC4)s2)c1	-1%	-29%	10%	8.7%	7%
Cc1ccc(CCNC(=O)C2CC(=O)N(CCc3ccccc3)C2)cc1 (stereo unspecified)	6%	-1%	7%	2.4%	5%
Cc1oc(-c2ccccc2Cl)nc1CSCC(=O)NC1CCCC1	2%	-2%	-4%	5.3%	10%
COc1ccccc1OCC(=O)Nc1oc(-c2ccccc2)c(-c2ccccc2)c1C#N	8%	0%	0%	1.5%	16%
COc1ccc(-c2cn3cccnc3n2)cc1NC(=O)C1CCCC1	·	10%	-4%	4.4%	·
C/C(Cc1ccccc1)=N\NC(=O)CNC(=O)COc1cccc(C)c1	-1%	-4%	9%	1.6%	-5%
CCCOc1ccc(/C=N/NC(=O)CSCc2ccc([N+](=O)[O-])cc2)cc1OCC	5%	-10%	-8%	0.5%	7%
Cc1ccc2cc(CN(Cc3ccc4c(c3)OCO4)Cc3nnnn3Cc3ccco3)c(=O)[nH]c2c1C	11%	-11%	-21%	8.8%	51%
Further records
SMILES	M. tuberculosis HTS	influenza NS1A	Salmonella PhoP GFP	inhibitors of VEEV	tuberculosis growth	others
O=C(c1cccc([N+](=O)[O-])c1)n1nc(-c2ccccc2)nc1NCc1ccccc1	2%	8%	1%	1.1%	?	inhibitors of VEEV 10K pilot screen=5.7
COc1cc2c(cc1OC)CN(S(=O)(=O)c1ccccc1F)CC2	-6%	-23%	-10%	1.8%	-5%
O=C(NCC(=O)N(Cc1ccc(F)cc1)C(C(=O)NC1CCCC1)c1ccco1)c1ccco1 (stereo unspecified)	-2%	2%	2%	0.9%	9%	inhibitors of VEEV 10K pilot screen=1.9
Cc1cccc(N2N=C(C(=O)OCC(=O)c3ccccc3)CCC2=O)c1	1%	2%	·	1.5%	2%
C#CCNc1c2c(nc3nnnn13)CCCC2	-2%	5%	2%	i	-11%
COc1ccc(-c2cc(C(=O)Nc3ccccc3O)c3ccccc3n2)cc1OC	33%	1%	2%	8.2%	-3%
Cc1ccc(CNn2cn[nH]c2=S)cc1	-4%	-1%	4%	i	31%
CCN(CC)CCNCC(=O)Nc1ccc(Cl)cc1C(=O)c1ccccc1	-5%	-11%	-6%	i	15%
O=C(OCc1ccc(Br)cc1)c1cccc(-c2nnc(-c3ccccc3)o2)c1	-3%	-13%	-11%	13%	-5%
c1cc(-n2nnc3cnccc32)ccn1	-9%	-3%	0%	4.6%	-5%
Cc1ccc(C(=O)Nc2cccc([N+](=O)[O-])c2)cc1S(=O)(=O)Nc1ccc(NC(=O)c2ccccc2)cc1	-7%	-4%	-11%	6.9%	12%
O=C(Nc1ccc(F)cc1)N1CCc2ccccc2C1	2%	7%	7%	i	45%	inhibitors of VEEV 10K pilot screen=0.0
CCN(CCCNC(=O)c1[nH]c(C)c(C(C)=O)c1C)c1cccc(C)c1	-6%	14%	8%	0.7%	51%
CSCC(=O)N1CCCC(CNC(=O)c2ccccc2Cl)C1 (stereo unspecified)	-8%	8%	-4%	0.1%	-9%
O=C(Nn1cnnc1)c1ccc([N+](=O)[O-])cc1	1%	-2%	-3%	1.2%	2%
O=C(NC1CCCC1)C(c1ccncc1)N(C(=O)c1csnn1)c1ccc(F)cc1 (stereo unspecified)	-2%	-3%	2%	0.2%	-7%
CC(C)(C)c1ccc(OCC(=O)O/N=C(\N)c2ccncc2)cc1	-6%	-10%	-3%	2.5%	37%
O=C(CSc1nnc(-c2ccco2)o1)N1CCOCC1	-8%	-7%	-3%	i	-3%

15 successive records already listed, quoted:
SMILES	M. tuberculosis HTS	influenza NS1A	Salmonella PhoP GFP	inhibitors of VEEV	tuberculosis growth	others
Cc1cccc(N2N=C(C(=O)OCC(=O)c3ccccc3)CCC2=O)c1	1%	2%	·	1.5%	2%
C#CCNc1c2c(nc3nnnn13)CCCC2	-2%	5%	2%	i	-11%
COc1ccc(-c2cc(C(=O)Nc3ccccc3O)c3ccccc3n2)cc1OC	33%	1%	2%	8.2%	-3%
Cc1ccc(CNn2cn[nH]c2=S)cc1	-4%	-1%	4%	i	31%
CCN(CC)CCNCC(=O)Nc1ccc(Cl)cc1C(=O)c1ccccc1	-5%	-11%	-6%	i	15%
O=C(OCc1ccc(Br)cc1)c1cccc(-c2nnc(-c3ccccc3)o2)c1	-3%	-13%	-11%	13%	-5%
c1cc(-n2nnc3cnccc32)ccn1	-9%	-3%	0%	4.6%	-5%
Cc1ccc(C(=O)Nc2cccc([N+](=O)[O-])c2)cc1S(=O)(=O)Nc1ccc(NC(=O)c2ccccc2)cc1	-7%	-4%	-11%	6.9%	12%
O=C(Nc1ccc(F)cc1)N1CCc2ccccc2C1	2%	7%	7%	i	45%	inhibitors of VEEV 10K pilot screen=0.0
CCN(CCCNC(=O)c1[nH]c(C)c(C(C)=O)c1C)c1cccc(C)c1	-6%	14%	8%	0.7%	51%
CSCC(=O)N1CCCC(CNC(=O)c2ccccc2Cl)C1 (stereo unspecified)	-8%	8%	-4%	0.1%	-9%
O=C(Nn1cnnc1)c1ccc([N+](=O)[O-])cc1	1%	-2%	-3%	1.2%	2%
O=C(NC1CCCC1)C(c1ccncc1)N(C(=O)c1csnn1)c1ccc(F)cc1 (stereo unspecified)	-2%	-3%	2%	0.2%	-7%
CC(C)(C)c1ccc(OCC(=O)O/N=C(\N)c2ccncc2)cc1	-6%	-10%	-3%	2.5%	37%
O=C(CSc1nnc(-c2ccco2)o1)N1CCOCC1	-8%	-7%	-3%	i	-3%
